Source: PubChem
GSTO1 inh – counter-screen for RBBP9 inhibitors: inhibitors of human GSTO1; recombinant GSTO1, activity-based probe fluorescence polarization; inhibition, % at 5.96 µM; 1.1% of 300,000 active;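 active = inhibition above the campaign mean inhibition plus 3 SD, cut at about 35% in these data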;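 also: 0% = GSTO1-1 with DMSO and 100% = wells lacking GSTO1-1 enzyme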
PME-1 primary – PME-1 (human) inhibition; recombinant PME-1, FP-Rh probe fluorescence polarization; inhibition, % at 5.9 µM; 0.53% of 320,000 active; Q9Y570;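 active = inhibition above the campaign mean of all compounds plus 3 SD, cut at about 26% in these data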;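 also: competitive labeling of PME-1 active site by serine hydrolase directed probe; 0% = PME-1 with DMSO and 100% = wells lacking PME-1 enzyme; inhibitors block probe labeling so polarization falls and inhibition rises; many of its hits are not listed in these tables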
Target sequence (Q9Y570 whole entry, looked up): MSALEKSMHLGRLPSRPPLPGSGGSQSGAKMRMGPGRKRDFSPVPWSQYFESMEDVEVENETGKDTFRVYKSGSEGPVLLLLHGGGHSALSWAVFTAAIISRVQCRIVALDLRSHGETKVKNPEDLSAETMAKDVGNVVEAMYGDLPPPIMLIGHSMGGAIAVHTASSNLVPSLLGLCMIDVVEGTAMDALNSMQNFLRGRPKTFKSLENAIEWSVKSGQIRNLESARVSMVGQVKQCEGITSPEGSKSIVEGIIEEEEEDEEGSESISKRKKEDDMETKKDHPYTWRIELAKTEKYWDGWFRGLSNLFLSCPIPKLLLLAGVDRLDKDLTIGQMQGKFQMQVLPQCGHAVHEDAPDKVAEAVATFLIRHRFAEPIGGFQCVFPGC
PAFAH1B3 FP inh – inhibitors of human PAFAH1B3 | recombinant PAFAH1B3, FP-rhodamine probe, fluorescence polarization | inhibition, % at 3.39 µM | Q15102 | AID 492972 | 0.28% of 340,000 active;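 active = inhibition above the screen-wide average of all tested compounds plus 3 SD, cut at about 25% in these data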;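 also: 0% = enzyme with DMSO only and 100% = wells lacking PAFAH1B3 protein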
pPAFAH inh – pPAFAH (human) enzyme inhibition. Q13093. recombinant pPAFAH, FP-rhodamine probe fluorescence polarization. 1.5% of 330,000 active. inhibition, % at 3.39 µM;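 active = inhibition above the mean inhibition across the screen plus 3 SD, cut at about 25% in these data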;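 also: inhibitors block binding of the rhodamine activity-based probe so polarization drops; 0% = enzyme with DMSO and 100% = wells lacking pPAFAH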
Target sequence (Q13093 whole entry, looked up): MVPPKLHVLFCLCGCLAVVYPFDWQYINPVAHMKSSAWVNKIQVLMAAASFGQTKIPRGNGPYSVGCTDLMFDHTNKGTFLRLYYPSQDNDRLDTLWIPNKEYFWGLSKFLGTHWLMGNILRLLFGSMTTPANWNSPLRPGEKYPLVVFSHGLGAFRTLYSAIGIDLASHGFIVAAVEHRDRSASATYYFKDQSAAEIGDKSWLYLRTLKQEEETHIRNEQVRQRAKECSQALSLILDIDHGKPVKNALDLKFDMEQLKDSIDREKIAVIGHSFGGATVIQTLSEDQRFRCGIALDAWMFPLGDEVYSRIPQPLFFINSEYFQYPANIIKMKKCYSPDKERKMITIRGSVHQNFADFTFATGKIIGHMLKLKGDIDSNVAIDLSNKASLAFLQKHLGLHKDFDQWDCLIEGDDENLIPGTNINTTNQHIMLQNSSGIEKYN
LYPLA1 inh – blocks human lysophospholipase 1, a PME1 counter-screen; inhibition, % at 5.9 µM; AID 2174; O75608; recombinant LYPLA1, FP-Rh probe fluorescence polarization; 0.16% of 320,000 active;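 active = inhibition above the mean of all tested compounds plus 3 SD, set per campaign, cut at about 14% in these data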;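 also: inhibitors block serine hydrolase probe labeling of LYPLA1 so polarization falls; 0% = enzyme with DMSO and 100% = wells lacking LYPLA1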
Target sequence (O75608 whole entry, looked up): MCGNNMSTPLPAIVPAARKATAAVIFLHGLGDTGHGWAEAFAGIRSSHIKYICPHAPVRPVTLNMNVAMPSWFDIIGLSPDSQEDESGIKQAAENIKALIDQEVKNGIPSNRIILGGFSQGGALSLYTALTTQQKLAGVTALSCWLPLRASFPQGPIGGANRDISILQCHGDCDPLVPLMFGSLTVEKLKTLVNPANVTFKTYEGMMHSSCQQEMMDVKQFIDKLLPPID
PAFAH1B2 inh – inhibitors of human PAFAH1B2 | P68402 | recombinant PAFAH1B2, FP-rhodamine activity probe, fluorescence polarization | inhibition, % at 3.39 µM | 1.2% of 340,000 active;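 active = inhibition above the mean of all tested compounds plus 3 SD, cut at about 24% in these data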;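 also: 0% = enzyme with DMSO and 100% = wells lacking PAFAH1B2; many of its hits are not listed in these tables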
Fam108B counter – blocks mouse Fam108B hydrolase in RBBP9 counter-screen | recombinant Fam108B, FP-Rh probe fluorescence polarization | 0.33% of 300,000 active | inhibition, % at 9.51 µM;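 active = inhibition above the screen mean inhibition plus 3 SD, computed separately per campaign, cut at about 18% in these data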;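 also: inhibitors lower polarization as less probe binds the enzyme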
PAFAH2 FP inh – PAFAH2 (human) inhibition | Q99487 | 0.99% of 340,000 active | recombinant PAFAH2, FP-rhodamine activity probe, fluorescence polarization | inhibition, % at 3.39 µM;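 active = inhibition above the mean over all tested compounds plus 3 SD, cut at about 30% in these data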;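 also: inhibitors block probe labeling of enzyme so polarization drops; 0% = enzyme with DMSO and 100% = wells lacking PAFAH2 protein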
PAD4 inh – blocks human protein arginine deiminase 4 | inhibition, % at 6.36 µM | recombinant PAD4, RCA probe fluorescence polarization | Q9UM07 | 0.41% of 330,000 active;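 active = percent inhibition above a cutoff equal to the mean of all tested compounds plus 3 SD, cut at about 15% in these data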;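 also: 0% = PAD4 with RCA probe and DMSO and 100% = probe without PAD4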
* = called active by the depositor; . = no result given; & = joins results of further samples. Only part of the results is shown, so the mix of outcomes need not match the whole.

SMILES | GSTO1 inh | PME-1 primary | PAFAH1B3 FP inh | pPAFAH inh | LYPLA1 inh | PAFAH1B2 inh | Fam108B counter | PAFAH2 FP inh | PAD4 inh
COc1ccc(COC(=O)CCN=C2NS(=O)(=O)c3ccccc32)cc1F | 6 | 2 | 4 | -3 | -1 | 12 | -1 | 4 | -4
COCCNC(=S)N1CCC(Cc2ccccc2)CC1 | 3 | -2 | 6 | 3 | -1 | 5 | 0 | 2 | -7
Cc1ccccc1OCc1nnc(SCC(=O)Nc2ccc3nc(SCC(=O)Nc4ccccc4)sc3c2)n1C | -22 | -61 | -42 | -18 | -24 | -16 | -39 | -36 | -1
Cc1cccc(N(CC(=O)N2CCN(c3ccccc3F)CC2)S(C)(=O)=O)c1 | -2 | -3 | 13 | 0 | -1 | 5 | -1 | 4 | -2
O=C(CNCCc1ccc(F)cc1)Nc1cc(F)ccc1F | -1 | 3 | 11 | 3 | 0 | 7 | -4 | 2 | 1
COC(=O)[C@]1(C)N[C@H](CN(C)C(=O)C2CCCCC2)[C@@H]2C(=O)N(C)C(=O)[C@@H]21 | . | . | 0 | -7 | . | 3 | . | -4 | -11
O=C(c1ccco1)N1CCN(c2ncnc3c2nnn3Cc2ccccc2Cl)CC1 | 21 | 8 | 12 | 5 | 8 | -10 | 7 | 4 | 7
CC(NC(=O)CNC(=O)c1ccc2c(c1)OCO2)c1ccc(S(N)(=O)=O)cc1 (centres undefined) | . | 4 | 7 | 4 | 2 | 0 | . | 1 | 0
CCc1nn(CC(=O)NCCCN2CCOCC2)c(=O)c2cc3cc(F)ccc3n12 | -5 | 3 | -2 | 6 | 3 | -2 | 0 | -2 | 1
CC(C)C(NC(=O)C1CCCCC1)C(=O)NC1CCCC(C)C1C (centres undefined) | 8 | 2 | 5 | -2 | 3 | 0 | -4 | -3 | -5
COc1ccc(OC)c(NC(=O)c2ccc(S(=O)(=O)N3CCN(C)CC3)cc2)c1 | -6 | -7 | 5 | 5 | 2 | 9 | 1 | 2 | -3
CCOC(=O)/C=C1\Nc2ccccc2SC1=O | 4 | -4 | -3 | -1 | -3 | 19 | 2 | -8 | -6
O=C(CN1C(=O)NC2(CCCCCC2)C1=O)NC1CC1 | 1 | 1 | 8 | 4 | 5 | 1 | -4 | -4 | 3
CCCNC(=O)Cn1c2ccccc2c2nc(=O)cc(C)n21 | 2 | 4 | -3 | -1 | -3 | 3 | 0 | 1 | -1
C=CCn1c(COc2ccccc2)nnc1SC(C)C(=O)N/N=C/c1cc(Cl)ccc1O (centres undefined) | 3 | 0 | 8 | 12 | -4 | 10 | 0 | 7 | -11
O=C(Nc1ccccc1F)c1cc(S(=O)(=O)N2CCCCC2)cs1 | 1 | 2 | -6 | 4 | 0 | 6 | 0 | -8 | -5
COC(=O)c1[nH]c2cc(OC)ccc2c1NC(=O)c1c(F)cccc1F | -7 | 2 | 10 | 0 | 1 | 0 | 3 | 0 | -2
COC(=O)/C(=C/c1c[nH]c2ccccc12)NC(C)=O | 4 | -1 | 7 | 4 | 3 | 1 | 5 | 2 | 1
O=S(=O)(Nc1ncccn1)c1ccc(NC(=S)Nc2ccccc2)cc1 | -3 | -3 | -2 | -2 | -2 | -2 | 0 | -3 | -2
Cc1ccc(CNC(=O)CS(=O)(=O)Cc2nc(-c3ccc(C)cc3)oc2C)cc1 | 1 | -6 | 3 | -9 | -6 | -6 | -5 | 0 | -4
CCC(=O)N1CCc2cc(S(=O)(=O)NCCC(=O)N3CCN(c4ccccn4)CC3)ccc21 | 8 | 6 | 3 | 2 | -2 | 3 | 6 | -7 | -1
CC(=O)NC1=NN(C(C)=O)C(C)(c2ccc(C)o2)S1 (centres undefined) | 5 | -4 | 5 | -3 | 2 | -2 | -1 | -5 | -3
CCC(C)[C@H](NC(=O)NCCCOC(C)C)C(=O)OC (some centres undefined) | 4 | 3 | 0 | 0 | 2 | 6 | 2 | -2 | 0
CC(=O)c1ccc(OCc2cc(C(=O)N3CCN4CCCC4C3)no2)cc1 (centres undefined) | 2 | 3 | -2 | -1 | 1 | 2 | 0 | 4 | 0
O=C(Nc1ccccc1)c1nc[nH]c1C(=O)NCCCNC(=O)c1[nH]cnc1C(=O)Nc1ccccc1 | . | . | 3 | -3 | . | -16 | . | 17 | -1
SMILES | GSTO1 inh | PME-1 primary | PAFAH1B3 FP inh | pPAFAH inh | LYPLA1 inh | PAFAH1B2 inh | Fam108B counter | PAFAH2 FP inh | PAD4 inh
O=C(N/N=C/c1ccc(OC(F)F)cc1)c1ccc(CSc2nc3ccccc3[nH]2)cc1 | -3 | -116 | -61 | -32 | -51 | 4 | -63 | -82 | 2
O=[N+]([O-])c1cc(F)c(N2CCCCC2)cc1N1CCOCC1 | 5 | -2 | 14 | 7 | 1 | 4 | 0 | -1 | -4
Cc1c(Cl)cn2c(=O)cc(CN3CCN(c4ccc(F)cc4)CC3)nc2c1Cl | 2 | -9 | . | -6 | 0 | . | -1 | . | -4
CCOC(=O)c1c(O)c(O)c(C(=O)OCC)n1-c1ccccc1 | -1 | -1 | -1 | 3 | 1 | 4 | -3 | 0 | 0
CC(C)(C)c1ccc(C(=O)O/N=C(\N)c2ccccc2)cc1 | -9 | -3 | 6 | 1 | 0 | 8 | -2 | 10 | 0
COc1ccc(NC(=O)c2cc3c(-c4ccc(OC)c(OC)c4)nn(C)c3s2)cc1OC | 3 | 17 | 14 | 46* | 9 | 4 | 46* | 18 | -3
Cc1cc(NC(=O)COC(=O)c2ccccc2O)no1 | . | . | 10 | 1 | . | 5 | . | 7 | 1
O=C(NCc1cccnc1)c1ccc(-c2ccc(Cl)cc2)o1 | 9 | -2 | 5 | 8 | -4 | 2 | 4 | 0 | 0
CC(=O)SCCC(=O)N1C(C)CCCC1C(=O)O (centres undefined) | 2 | 3 | 2 | 1 | 2 | -2 | 4 | 5 | -3
O=C1C(Cl)=C(N2CCCCC2)C(=O)N1c1ccccc1Cl | 19 | -6 | -3 | 3 | -1 | -4 | 1 | -9 | -2
O=C(c1cn(-c2ccccc2)nc1-c1cccs1)N(CCO)Cc1ccccc1 | -12 | -2 | 6 | 3 | -1 | 0 | -4 | -6 | 3
COc1ccc(-c2cc(C(=O)Nc3ccc(Br)cc3)no2)cc1 | -2 | 6 | 6 | 5 | -2 | 6 | -1 | 2 | -3
CCCn1c(=O)c(C(=O)NCCc2ccccc2)c(O)c2ccccc21 | -4 | -8 | 0 | -4 | 0 | 0 | -1 | -1 | 4
Cc1ccc(C(=O)O/N=C2\CCSc3ccc(C)cc32)cc1 | -4 | -1 | 1 | 2 | -1 | 4 | -8 | 15 | 0
COCC(=O)N1CCC(n2nnc3cc(F)ccc32)CC1 | -1 | 2 | 3 | 2 | 0 | 0 | -6 | 2 | -4
Cc1ccc(-n2nnnc2SCC(=O)N2CCNC2=O)cc1C | . | -3 | 1 | -1 | 3 | -6 | . | 0 | 3
O=C(c1ccccc1)c1ccc(OCC(O)CN2CCCC2)cc1 (centres undefined) | -2 | -1 | 1 | 5 | 2 | 1 | 2 | -4 | -1
COc1cccc(NC(=O)C(NCC2CCCCC2)c2ccccc2)c1 (centres undefined) | 1 | 1 | 3 | 3 | -2 | 7 | 2 | 1 | -8
Cc1ccc(N/C=C(\C#N)S(=O)(=O)c2ccccc2)cc1 | -7 | 1 | 8 | 3 | -2 | 3 | 1 | 5 | 0
S=C(Nc1ccc2c(c1)OCO2)NC1CCN(Cc2ccccc2)CC1 | -1 | 1 | 13 | 6 | 0 | 5 | -2 | 11 | -1
O=C(CN1CCN(c2ccccc2O)CC1)Nc1cccnc1Cl | 8 | -3 | -1 | 5 | -3 | -6 | 1 | 2 | -4
Cc1cccc(NC(=O)COc2ccc(/C=C\c3[nH]c(=O)[nH]c(=O)c3[N+](=O)[O-])cc2)c1 | -69 | -15 | 8 | -49 | -6 | 12 | -16 | -1 | -18
Cc1cccc(C)c1NC(=O)COC(=O)C1CC1 | . | 0 | 8 | -1 | -2 | 1 | . | 26 | 2
CC(=O)Oc1ccc(NC(=O)CSc2ccccc2)cc1 | 8 | 4 | 1 | 1 | -3 | 10 | 0 | 11 | -6
Cc1c(C(=O)N2CCCCC2)sc(NC(=O)C23CC4CC(CC(C4)C2)C3)c1C#N | 1 | 5 | -3 | -2 | -2 | 4 | -3 | 3 | 6

Just LYPLA1 inh, PAFAH1B3 FP inh and PAD4 inh (2 entries from above):
| SMILES | LYPLA1 inh | PAFAH1B3 FP inh | PAD4 inh |
| --- | --- | --- | --- |
| CCCn1c(=O)c(C(=O)NCCc2ccccc2)c(O)c2ccccc21 | 0 | 0 | 4 |
| Cc1ccc(C(=O)O/N=C2\CCSc3ccc(C)cc32)cc1 | -1 | 1 | 0 |

Following part:
SMILES | GSTO1 inh | PME-1 primary | PAFAH1B3 FP inh | pPAFAH inh | LYPLA1 inh | PAFAH1B2 inh | Fam108B counter | PAFAH2 FP inh | PAD4 inh
O=S(=O)(c1ccccc1)c1nc(-c2ccccc2F)oc1NCc1cccnc1 | 0 | 8 | 0 | 0 | 0 | -1 | 1 | 0 | -3
Cc1nc2nc(C)c(CCC(=O)NCCCN3CCN(c4cccc(Cl)c4)CC3)c(C)n2n1 | 2&2 | 0&0 | 0&3 | 3&-2 | -2&-2 | 4&2 | 0&-2 | -2&0 | 1&5
O=C(COc1cccc(Cl)c1)Nc1ccccc1N1CCCCC1 | 0 | 0 | 11 | 0 | 3 | 3 | 1 | 2 | 4
COc1ccc(C)cc1S(=O)(=O)N1CCN(S(=O)(=O)c2cc(C)ccc2OC)CC1 | -1 | -3 | -8 | 2 | 0 | -2 | 8 | -5 | -7
O=c1c2sccc2[nH]c(=S)n1Cc1ccccc1 | 10 | 3 | 5 | 4 | -3 | 1 | -1 | 63* | 2
O=[N+]([O-])c1ccc(/C=N/n2c(CO)nc3ccccc32)s1 | 37* | 7 | 7 | -2 | 2 | 3 | 4 | 8 | -9
CCS(=O)(=O)c1ccc2oc(SCC(=O)NCCc3ccc(F)cc3)nc2c1 | 18 | -2 | -2 | 2 | 1 | 7 | 2 | 2 | -1

Profiles, quoted from the list. Values in the order: GSTO1 inh | PME-1 primary | PAFAH1B3 FP inh | pPAFAH inh | LYPLA1 inh | PAFAH1B2 inh | Fam108B counter | PAFAH2 FP inh | PAD4 inh
Listed for O=C(COc1cccc(Cl)c1)Nc1ccccc1N1CCCCC1 = 0 | 0 | 11 | 0 | 3 | 3 | 1 | 2 | 4
Listed for O=[N+]([O-])c1ccc(/C=N/n2c(CO)nc3ccccc32)s1 = 37* | 7 | 7 | -2 | 2 | 3 | 4 | 8 | -9
Listed for Cc1nc2nc(C)c(CCC(=O)NCCCN3CCN(c4cccc(Cl)c4)CC3)c(C)n2n1 = 2&2 | 0&0 | 0&3 | 3&-2 | -2&-2 | 4&2 | 0&-2 | -2&0 | 1&5
Listed for O=S(=O)(c1ccccc1)c1nc(-c2ccccc2F)oc1NCc1cccnc1 = 0 | 8 | 0 | 0 | 0 | -1 | 1 | 0 | -3

Quoted at random: two compounds from above.
SMILES | GSTO1 inh | PME-1 primary | PAFAH1B3 FP inh | pPAFAH inh | LYPLA1 inh | PAFAH1B2 inh | Fam108B counter | PAFAH2 FP inh | PAD4 inh
Cc1ccccc1OCc1nnc(SCC(=O)Nc2ccc3nc(SCC(=O)Nc4ccccc4)sc3c2)n1C | -22 | -61 | -42 | -18 | -24 | -16 | -39 | -36 | -1
O=C(Nc1ccccc1F)c1cc(S(=O)(=O)N2CCCCC2)cs1 | 1 | 2 | -6 | 4 | 0 | 6 | 0 | -8 | -5
